Screens: PubChem, National Center for Advancing Translational Sciences (NCATS)
Pol beta inh: qHTS Assay for Inhibitors of DNA Polymerase Beta; P06746; Pol beta primer extension/strand displacement, fluorescence kinetic; Potency, µM (highest dose often 114 µM), inactives show at the highest dose activity change, negative = inhibition, hits mostly inhibitors; actives 1.3% (n = 340,000); further: potency means the concentration at half of the fitted maximal effect; on the % scale 0 is the no-effect control and ±100 the full control effect
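10 nM enzyme + cpd, 15 min RT; start with substrate 50 nM final; read 0 min and after 10 min RT. Corrected, normalized data; 4-parameter Hill curve fit.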
POLK inh: qHTS for Inhibitors of Polymerase Kappa; Potency, µM (highest dose often 107 µM), for the others: at the top dose activity, negative = inhibition, usual class: inhibitors; purified Pol kappa, fluorescent DNA synthesis assay, 10 min; actives 0.53% (n = 400,000); further: potency means the concentration at half of the fitted maximal effect; on the % scale 0 is the no-effect control and ±100 the full control effect
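Readout: fluorescence, taken kinetically at 0 and 10 min. Conditions: 10 nM Pol kappa, 15 min RT compound preincubation, 50 nM substrate final. Controls: enzyme-free buffer wells.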
BLM inh: qHTS Assay for Inhibitors of Bloom's syndrome helicase (BLM) | recombinant BLM DNA unwinding, fluorescence dequenching | Potency, µM (doses to about 56.1 µM), for the others: at the highest dose activity change, negative = inhibition, hits mostly inhibitors | actives 0.2% (n = 350,000) | AID 2528, 2010;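 further: potency means the concentration at half of the fitted maximal effect; plate controls were vehicle for no effect and no enzyme for full effect; nearly all actives have a fitted effect of over 35% in size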
APEX1 inh: qHTS Assay for Inhibitors of the Human Apurinic/apyrimidinic Endonuclease 1 (APE1); recombinant APE1, TAMRA/BHQ-2 abasic DNA cleavage fluorescence; AID 2517, 2012; Potency, µM (highest dose often 65.8 µM), inactives show top-dose activity change, negative = inhibition, hits mostly inhibitors; actives 0.35% (n = 350,000); DNA repair nuclease/redox regulator APEX1 (Homo sapiens), P27695;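 further: potency means the concentration at half of the fitted maximal effect; plate controls were vehicle for no effect and reference inhibitor for full effect; nearly all actives have a fitted effect of over 55% in size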
Target sequence (P27695 whole entry, looked up): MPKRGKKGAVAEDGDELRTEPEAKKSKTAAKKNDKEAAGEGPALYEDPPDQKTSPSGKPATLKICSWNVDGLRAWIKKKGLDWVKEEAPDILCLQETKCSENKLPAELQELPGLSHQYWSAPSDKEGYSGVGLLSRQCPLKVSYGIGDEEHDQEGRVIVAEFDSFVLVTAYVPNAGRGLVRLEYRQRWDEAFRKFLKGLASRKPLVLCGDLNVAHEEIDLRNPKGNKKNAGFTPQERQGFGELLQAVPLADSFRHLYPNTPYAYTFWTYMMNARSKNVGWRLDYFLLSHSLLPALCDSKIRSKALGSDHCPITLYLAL
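Compound pre-exposure to 0.75 nM APE1, 15 min at ambient temperature. Reaction initiated with 50 nM TAMRA/BHQ-2 THF substrate, read immediately in kinetic mode, 525 nm excitation, 598 nm emission.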
12-LOX inh: Primary qHTS assay for inhibitors of human arachidonate 12S-lipoxygenase (ALOX12): Round 2; Polyunsaturated fatty acid lipoxygenase ALOX12 (Homo sapiens), P18054; actives 1.1% (n = 580,000); Potency, µM (top dose mostly 108 µM), without a hit: at the highest dose activity change, negative = inhibition, actives largely listed as inhibitors; purified 12hLO, xylenol orange hydroperoxide absorbance; further: potency means the concentration at half of the fitted maximal effect; on the % scale 0 is the no-effect control and ±100 the full control effect
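Purified human 12hLO (150 nM final) in 25 mM Hepes, 0.01% Triton X-100, pH 7.0 was preincubated 15 min at room temperature with compound. Then 40 uM arachidonic acid was added, 30 min. Hydroperoxide was read by Fe-XO absorbance ratio 573/405 nm.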
TRHR ag: qHTS for Small Molecule Agonists and Allosteric Enhancers of Human TRH Receptor: Primary Screen for Agonists. TRHR cells, calcium flux fluo-8, FDSS agonist mode. activation, % at 2 µM. actives 0.18% (n = 360,000). Thyrotropin-releasing hormone receptor (Homo sapiens), P34981; in the data active means activation above about 30%; further: 0% is about no effect
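TRHR-expressing cells, plated overnight in medium with 10% serum, were loaded with fluo-8 calcium dye at room temperature. After a 10 s baseline, library compound was pin-added and calcium release was recorded kinetically (ex 480/em 530) as agonist response.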
ERG Ets-DNA blk: qHTS for Small Molecule Inhibitors of the ERG Ets/DNA interaction | Transcriptional regulator ERG (Homo sapiens), P11308 | fluorescence polarization, His-ERG Ets domain / labelled DNA | Potency, µM (doses to about 76.9 µM), without a hit: at the highest dose FP activity, negative = inhibition, usual class: inhibitors | actives 0.028% (n = 370,000) | AID 624246, 2012; active means well fitted inhibition curve with a large enough effect in the polarisation, with a control signal flat; inconclusive means small, poorly fitted or top-dose-only effect, or effect the other way, or a change in a side signal; inactive means no such curve, though single readings can be large or run the other way; the % refers to the polarisation;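 further: polarization taken with two DNA probes labelled with fluorescein and Texas red; potency means the concentration at half of the fitted maximal effect; % of control where 0% means no effect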
Target sequence (P11308 whole entry, looked up, the tested form may be a part): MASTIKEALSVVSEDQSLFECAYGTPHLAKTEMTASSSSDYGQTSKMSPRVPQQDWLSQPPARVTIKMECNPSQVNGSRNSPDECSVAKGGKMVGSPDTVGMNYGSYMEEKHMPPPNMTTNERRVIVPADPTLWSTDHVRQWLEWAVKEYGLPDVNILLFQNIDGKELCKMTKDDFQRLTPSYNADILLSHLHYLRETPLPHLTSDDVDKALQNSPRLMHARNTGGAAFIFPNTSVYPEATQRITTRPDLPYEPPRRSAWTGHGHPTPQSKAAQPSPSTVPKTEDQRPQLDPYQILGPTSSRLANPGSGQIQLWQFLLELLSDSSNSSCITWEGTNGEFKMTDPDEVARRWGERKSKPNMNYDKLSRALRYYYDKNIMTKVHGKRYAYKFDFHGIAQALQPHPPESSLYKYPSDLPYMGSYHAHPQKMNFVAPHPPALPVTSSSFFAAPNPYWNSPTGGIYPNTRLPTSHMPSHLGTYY
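His-tagged ERG Ets domain (1 uM in the protein solution; 300mM KCl, 50mM Tris-HCl, 1mM EDTA, 1mM DTT, pH 7.5) received compound, then a probe mix of 5 nM fluorescein-DNA and 100nM Texas-615-DNA. Fluorescence polarization was read for both dyes.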
Apoferritin bind: qHTS Assay for Identification of Novel General Anesthetics. Ferritin light chain (Equus caballus), P02791. apoferritin/1-aminoanthracene competitive binding, fluorescence. Potency, µM (top dose mostly 77.5 µM), without a hit: at the highest dose activity change, negative = displacement, actives largely listed as inhibitors. actives 0.074% (n = 350,000). AID 485281, 2010; further: potency means the concentration at half of the fitted maximal effect; on the % scale 0 is the no-effect control and ±100 the full control effect; nearly all actives have a fitted effect of over 20% in size
Target sequence (P02791 2-175 limits assumed): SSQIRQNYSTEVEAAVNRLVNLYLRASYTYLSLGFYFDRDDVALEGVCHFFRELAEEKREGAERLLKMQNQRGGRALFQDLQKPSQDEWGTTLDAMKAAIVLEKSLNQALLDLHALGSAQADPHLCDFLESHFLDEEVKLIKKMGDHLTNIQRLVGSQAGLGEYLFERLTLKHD
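Read-out: endpoint 1-AMA fluorescence, excitation 380 nm and emission 535 nm, after compounds sit 10 min at room temperature with 10 uM horse-spleen apoferritin in 50% saturated 1-AMA/PBS. Values come from four-parameter Hill fits.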
Pol iota inh: qHTS for Inhibitors of Polymerase Iota. actives 1% (n = 390,000). Pol iota fluorescent replication assay, 10 min. Potency, µM (series often up to 115 µM), for inactives: at the top dose activity, negative = inhibition, hits mostly inhibitors; further: potency means the concentration at half of the fitted maximal effect
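Pol iota at 10 nM preincubated 15 min with compounds at room temperature; reaction started with fluorescent substrate, 50 nM final. Fluorescence read kinetically at 0 and 10 min; buffer-only wells as negative control.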
* hit, by the source's call; i = inactive; u = inconclusive; x = no result given; & = joins results of further samples; [ ] = another dose, or the depositor's remark. Unless noted, the call rests on the fitted dose curve; in most records, active means well fitted curve in the direction sought with a large enough effect; inconclusive means small, poorly fitted or top-dose-only effect, or another doubt; inactive means no such curve, though single readings can be large; an effect the other way counts as inactive or inconclusive. An excerpt (hit frequency here may not be typical).

Compound	Pol beta inh	POLK inh	BLM inh	APEX1 inh	12-LOX inh	TRHR ag	ERG Ets-DNA blk	Apoferritin bind	Pol iota inh
COC(=O)Cc1c(O)ccn(CCc2ccc(S(N)(=O)=O)cc2)c1=O	27%	-8%	2%	46%	2%	-0.3	6%	-2%	1%
CCCCn1nc(C(=O)N(CC(C)C)c2c(N)n(CCCC)c(=O)[nH]c2=O)c2ccccc2c1=O	x	1%	x	18%	4%	0.1	-9%	x	35%[activator]
CC(C)(Oc1ccc(Cl)cc1)C(=O)Nc1ccncc1	-1%	-7%	-3%	-2%	433%[activator]	-0.6	-14%	-7%	8%
COc1ccc2nc(NC(=O)CSc3nnnn3C3CCCCC3)sc2c1	10%	-11%	-15%	14%	-8%[57.4 µM]	-0.1	x	u	u
COCCNc1nc(N2CCCCC2)c2cnn(C)c2n1	23%	1%	2%	7%	6%	0.3	-1%	5%	15%
COc1cccc(Nc2ccccc2C(=O)O)c1	-6%	-9%	0%	4%	-14%	-0.6	-3%	-7%	51%[activator]
CC(=O)Nc1ccc(S(=O)(=O)NCCS(=O)(=O)N2CCN(c3ccccc3F)CC2)cc1	u	-4%	-1%&4%	39%[activator]	16%&0%	0.2&0.1	10%&1%	1%&-3%	34%&-9%
O=C1CC2(CCN(C(=O)COc3ccccc3F)CC2)Oc2ccccc21	x	-1%	x	3%	-6%	0.1	10%	x	46%[activator]
CCc1ccc(C(=O)c2cn(CC(=O)Nc3cccc(OC)c3)c3ccc(OC)cc3c2=O)cc1	8.9µM*	89µM*	20µM*	28%	-28%	2.0	1%	-1%	13µM*
N#Cc1c(-c2ccccc2)cc(-c2ccccc2)nc1Br	23%	5%	3%	4%	-9%	0.9	6%	0%	2%
CCOc1ncccc1C(=O)NCc1ccc(OC)c(OC)c1	26%	-5%	-7%	3%	-21%	0.4	-9%	-2%	30%
CCOc1ccc(CC(=NCCO)C2=C(O)CC(C)(C)CC2=O)cc1OCC	2%	-2%	7%	24%	19%	-0.4	0%	6%	-7%
CCC(C)(C)C1CCc2[nH]nc(C(=O)NCCNC(=O)OC(C)(C)C)c2C1 (stereo not drawn)	x	-3%	x	5%	3%	-0.3	-14%	x	10%
CN(/N=C/c1cccc(Br)c1)C1=NS(=O)(=O)c2ccccc21	6%	-3%	-3%	-4%	8%	-0.1	13%	-7%	9%
CCOc1ccc2nc(NCCNC(=O)Nc3ccccc3)c(C#N)cc2c1	10%	-15%	-5%	-4%	0%	0.7	-1%	15%	26%
CCCCC/C=C\C\C=C/C=C/C=C/[C@@H](SC[C@H](N)C(=O)NCC(=O)O)[C@@H](O)CCCC(=O)O	x	1%[19.4 µM]	x	9%	-3%[2.23 µM]	x	x	5%	x
CCS(=O)(=O)N1Cc2ccccc2CC1C(=O)Nc1nc2ccccc2s1 (stereo not drawn)	-24%	-9%	-19%	1%	-3%	0.0	-2%	-12%	u
CCOc1cccc2sc(NC(=O)CCS(=O)(=O)c3ccccc3)nc12	29%	-14%	-4%	6%	x	0.0	16%	1%	7%
CC(C)(C)c1cc(/C=C2\NC(=O)NC2=O)cc(C(C)(C)C)c1O	-3%	-5%	-8%	5%	u	-1.1	-21%	-17%	26%
Cc1cc(NC(=O)CSc2ncnc3sccc23)no1	11%	-2%	-2%	2%	16%	0.0	6%	-2%	0%
Oc1ccc(Br)cc1/C=N/Nc1ccccn1	16%	-4%	-6%	-5%	i	1.1	-7%	-9%	22%
COc1ccccc1CN(C)CC(=O)Nc1cccc(S(=O)(=O)N2CCCC2)c1	x	-18%	x	12%	-20%	x	0%	x	44%[activator]
COc1cc(OC)cc(C(=O)NNC(=O)Cc2ccc(OC)c(S(=O)(=O)N3CCOCC3)c2)c1	35%	-3%	-15%	8%	-1%	-0.6	13%	1%	46%[activator]
Cc1ccc(CCN2C(=O)CCC2(C)C(=O)NC2CCCC2)cc1 (stereo not drawn)	1%	-12%	6%	-9%	-2%	0.0	4%	1%	22%
Cc1c(Cl)cccc1NC(=O)CCCCCN1C(=O)CCC1=O	8%	-2%	-1%	-3%	49%[activator]	1.4	4%	0%	4%
Fc1ccc(Nc2nc3ccccc3s2)cc1	-25%	-1%	-4%	0%	-8%	0.4	4%	-17%	100%[activator]
CCN(CC)c1ccc(NS(=O)(=O)c2ccc3c(c2)oc(=O)n3C)c(C)c1	-5%	-20%	1%	u	u	-0.6	7%	-23%	u
Cc1cc(CN(C)C(=O)c2ccc3nc(Cc4ccccc4F)oc3c2)n[nH]1	1%	-3%	-1%	8%	-1%	0.4	-7%	-12%	-1%
N#Cc1c(-c2ccc(Cl)cc2)ccn2nc(C3CCCCC3)nc12	7%	-1%	-3%	-5%	0%	1.6	17%	-22%	-5%
Cc1ccccc1C(=O)NC1CCN(CC(=O)Nc2nccs2)CC1	4%	0%	3%	-1%	u	-1.5	-5%	6%	35%[activator]
CSCC[C@H](NC(=O)OC(C)(C)C)C(=O)N/N=C/c1cccc2cccnc12	-2%	11%	-1%	1%	12%	-1.3	0%	-8%	18%
CCCc1cc(=O)oc2cc(OCc3cc(OC)c(OC)c(OC)c3)c(Cl)cc12	29%	-6%	2%	-2%	10%	-0.5	-5%	-3%	u
CC(NC(=O)c1cnc2ccccc2n1)c1ccccc1 (stereo not drawn)	6%	-5%	-12%	-8%	-5%	-0.7	-5%	-6%	90%[activator]
C/C=C/c1ccc(OCC(=O)Nc2cc(Cl)ccc2-n2cncn2)c(OC)c1	x	-8%	x	1%	-1%	0.1	-9%	x	-6%
Oc1ccc(Br)cc1CNc1cnc2ccccc2c1	21%	7%	-7%	0%	-95%	0.2	-2%	-11%	-1%
COc1cc(C(=O)NCC(c2ccc(N(C)C)cc2)N2CCc3ccccc32)cc(OC)c1OC (stereo not drawn)	-12%	-8%[60.1 µM]	-9%	x	u	-0.2	2%	35%[activator]	2%
CN(CCOc1ccccc1)S(=O)(=O)c1ccccc1C#N	x	-3%	x	4%	116%[activator]	-0.9	1%	x	14%
Clc1ccc(-c2cc(COc3ccc4ccccc4c3)no2)cc1	-1%	-4%	1%	3%	0%	0.0	12%	-6%	21%
O=C(c1ccc(O)c(Br)c1)c1cc(Br)ccc1O	x	1%	x	x	u	x	2%	x	16%
CCCCOCCCNC(=O)Cc1ccccc1OC	10%	5%[60.1 µM]	0%	3%	5%	-0.4	x	-9%	23%

Part of the list above, limited to POLK inh and APEX1 inh.
| Structure | POLK inh | APEX1 inh |
| --- | --- | --- |
| COCCNc1nc(N2CCCCC2)c2cnn(C)c2n1 | 1% | 7% |
| CCN(CC)c1ccc(NS(=O)(=O)c2ccc3c(c2)oc(=O)n3C)c(C)c1 | -20% | u |

Additional entries
Compound	Pol beta inh	POLK inh	BLM inh	APEX1 inh	12-LOX inh	TRHR ag	ERG Ets-DNA blk	Apoferritin bind	Pol iota inh
O=C(c1ccc(N2CCCS2(=O)=O)cc1)N1CCN(c2ccccc2)CC1	-9%	-5%	0%	12%	14%	-0.4	13%	-8%	38%[activator]
COc1ccc(S(=O)(=O)Nc2nc3ccccc3nc2Nc2cccc(C(=O)O)c2)cc1	-18%	-7%	-1%	70%[activator]	15%	-0.1	-13%	1%	16%
CNC(=S)N/N=C/c1c(C)cccc1Cl	3%	-1%	-1%	-1%	u	-0.7	0%	-3%	62%[activator]
COc1cc(CC(=O)NCC2CCCCC2)cc(OC)c1OC	40%	-13%	-1%	2%	7%	0.5	8%	4%	-1%
CCn1c(CCNC(=O)c2ccc(OC)cc2)nnc1SCC(=O)Nc1ccccc1F	18%	-18%	-3%	13%	-4%	-0.4	4%	0%	-21%
CC[C@]12c3[nH]c4ccc(Cl)cc4c3CCN1C(=O)[C@@H](CC(=O)NCCCN(C)C)C[C@@H]2C(=O)N1CCN(C(=O)C2CC2)CC1	x	-4%	x	9%	-6%	x	-6%	x	7%
CC1CCCCC1NC(=O)NC(=O)COC(=O)c1nccnc1N (stereo not drawn)	x	-6%	x	-4%	-8%	x	-4%	x	60%[activator]
O=C(N/C(=C\c1cccnc1)c1nc2ccccc2[nH]1)c1cccc(Br)c1	10%	5%	-6%	-5%	-16%	-0.8	1%	-13%	3%
COc1ccc(S(=O)(=O)CCC(=O)NCCc2cccc(C)c2)cc1	19%	-11%	1%	3%	14%	-0.1	0%	-13%	1%[58.9 µM]
COc1cccc(-n2cc(C(=O)NCCc3cccc(C)c3)c3ccccc3c2=O)c1	4%	-9%	-1%	x	-20%	-0.6	2%	-1%	6%
COc1ccc(Cl)cc1NC(=O)CN(C)C(=O)c1sc2ccccc2c1Cl	x	-4%	x	-10%	6%	1.2	7%	x	29%
CCC(C)(C(=O)NC1CCCC1)N(C)C(=O)c1ccccn1 (stereo not drawn)	-11%	-10%	-5%	-2%	u	0.0	6%	-6%	54%[activator]
